Compound activity as filed in PubChem.
PABP1 MLLE inh: blocks PAM2 peptide binding to the PABP1 MLLE domain; hit rate 0.36% among 360,000; inhibition, % at 20 µM; P11940; GST-MLLE / FITC-PAM2 fluorescence polarization; in the data active means inhibition above about 35%, passing the limit was not always enough;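 further: plate controls were DMSO wells with GST-MLLE for no effect and wells lacking GST-MLLE protein for full effect; some results filed as inactive read as strong as hits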
Target sequence (P11940 whole entry, looked up, the tested form may be a part): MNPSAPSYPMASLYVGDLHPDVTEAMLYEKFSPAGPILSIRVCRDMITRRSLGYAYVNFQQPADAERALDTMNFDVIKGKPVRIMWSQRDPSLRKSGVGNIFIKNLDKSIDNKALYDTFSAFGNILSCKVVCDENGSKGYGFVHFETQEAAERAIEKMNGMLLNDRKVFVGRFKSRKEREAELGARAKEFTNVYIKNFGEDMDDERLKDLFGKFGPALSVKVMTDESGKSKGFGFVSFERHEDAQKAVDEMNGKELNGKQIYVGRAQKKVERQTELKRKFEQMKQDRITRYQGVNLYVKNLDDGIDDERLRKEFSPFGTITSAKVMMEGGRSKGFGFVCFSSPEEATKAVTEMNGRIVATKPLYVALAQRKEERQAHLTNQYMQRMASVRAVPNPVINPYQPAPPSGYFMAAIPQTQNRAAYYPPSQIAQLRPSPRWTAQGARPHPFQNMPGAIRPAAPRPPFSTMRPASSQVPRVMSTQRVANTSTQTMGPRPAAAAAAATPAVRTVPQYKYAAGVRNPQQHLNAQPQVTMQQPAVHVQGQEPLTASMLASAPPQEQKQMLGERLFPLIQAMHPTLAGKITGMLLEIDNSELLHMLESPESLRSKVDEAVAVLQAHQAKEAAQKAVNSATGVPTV
FAS TE block: FAS thioesterase (human) inhibition; P49327; recombinant FAS-TE, OMFH fluorogenic substrate, fluorescence endpoint; inhibition, % at 15 µM; hit rate 0.67% among 360,000; AID 602261;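 active means compounds whose normalised, plate-corrected inhibition of enzyme fluorescence in the single-dose primary screen is 50% or more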;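 further: 0% = DMSO with enzyme and 100% = substrate without enzyme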
NadD inh: blocks S. aureus nicotinate mononucleotide adenylyltransferase; purified NadD enzyme, colorimetric absorbance read-out; inhibition, % at 20 µM; hit rate 0.78% among 360,000; AID 602399; in the data active means inhibition above about 26%; further: some compounds past the cut are filed as inactive
Rin1-Abl PPI inh: blocks binding of human Rin1 to Abl. hit rate 0.4% among 360,000. TR-FRET Rin1/Abl binding, biochemical. inhibition, % at 7.35 µM. AID 588664; in the data active means inhibition above about 5%, passing the limit was not always enough
SKN-1 block: inhibitors of C. elegans SKN-1. C. elegans VP596 Pgst-4::GFP/RFP ratio, acrylamide-induced, 24 h. hit rate 0.49% among 360,000. inhibition, % at 21.8 µM;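 active means interference check ratio from 0.5 to 1.5 plus GFP to RFP signal ratio inhibition reaching or exceeding a fixed threshold, cut at about 30% in these data, passing the limit was not always enough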; further: some compounds called inactive have numbers as strong as hits
Neddylation inh: cullin neddylation inhibition; hit rate 0.58% among 360,000; TR-FRET cullin neddylation, biochemical; calls only at 25 µM; P61081+Q13564; in the data active means inhibition above about 36%
MT1-MMP act inh: blocks activation of human MT1-MMP; P50281; HT1080 RFP-PRO-GFP cells, GFP/RFP ratio fluorescence, overnight; percent of plate control window, DMSO zero; GFP/RFP ratio change, % at 20 µM; hit rate 0.061% among 360,000; AID 651647;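 active means GFP/RFP ratio change of at least 30% with cell ATP level not reduced by more than half and red fluorescence within 50% of control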; further: strong numbers were not always called active
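Assay system: RFP-PRO-GFP reporter HT1080 cells; read-out basis: GFP/RFP fluorescence ratio; benchmarks: DMSO wells and RFP-L50D-GFP cells; doses: 20 µM single dose, 1% DMSO; schedule: overnight cell settling, then overnight compound exposure, 37 °C, 5% CO2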
CSN inh: CSN deneddylation inhibition; hit rate 0.38% among 360,000; Purified CSN, SCF-Nedd8-OG deneddylation, fluorescence polarization; Q92905; inhibition, % at 12.5 µM;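 active means pattern-corrected inhibition above about 35%, with an unprinted fluorescence ratio check between 0.5 and 1.5, limit read from the data, passing the limit was not always enough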;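 further: 0% = enzyme with substrate and 100% = substrate without enzyme; some results filed as inactive read as strong as hits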
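test system = HEK293T-derived human Csn5 enzyme | amount = 0.24 nM Csn5 enzyme, final concentration | medium = Tris/NaCl/DTT buffer, pH 7.5 | schedule = 90 min reaction at room temperature | signal = FP | evaluation = inhibition of Csn5 cleavage, % | compound dosing = single dose of 12.5 µM compound with 0.25% DMSO | probe or stimulus = 10 nM SCFSkp2-Nedd8OG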
Rpn11 block: Rpn11 (human) deubiquitinase inhibition. human 26S proteasome, Ub4-pepOG fluorescence polarization; 20S core pre-blocked with epoxomicin. hit rate 0.59% among 360,000. calls only at 20 µM. O00487. AID 588493;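 active means inhibition at 20 µM, scaled to each plate's controls, above about 33%, limit read from the data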
Target sequence (O00487 whole entry, looked up): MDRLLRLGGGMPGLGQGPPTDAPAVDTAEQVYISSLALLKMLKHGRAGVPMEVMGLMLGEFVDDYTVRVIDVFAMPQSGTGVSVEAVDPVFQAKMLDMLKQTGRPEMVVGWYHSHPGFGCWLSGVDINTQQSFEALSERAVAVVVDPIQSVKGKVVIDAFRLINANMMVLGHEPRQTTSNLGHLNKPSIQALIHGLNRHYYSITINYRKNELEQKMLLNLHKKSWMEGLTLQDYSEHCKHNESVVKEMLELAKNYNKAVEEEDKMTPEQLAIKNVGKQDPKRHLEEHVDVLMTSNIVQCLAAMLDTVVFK
* hit, by the source's call; i = inactive; x = no result given; + = active, no number.

SMILES	PABP1 MLLE inh	FAS TE block	NadD inh	Rin1-Abl PPI inh	SKN-1 block	Neddylation inh	MT1-MMP act inh	CSN inh	Rpn11 block
O=C(Nc1cccc(F)c1)C1CCN(C(=O)Cc2ccccc2)CC1	9	-4	3	-2	2	i	x	-2	i
CCCCN(N=Nc1nonc1OC)c1nonc1OC	-6	18	-6	-5	9	i	6	-3	i
Cc1cc(C)c(NC(=O)Cn2nnc(C(=O)NCc3ccco3)c2N)c(C)c1	-3	-12	-2	3	-14	i	9	7	i
O=C(N[C@@H](Cc1ccccc1)C(=O)NCc1ccc(F)cc1)C1CCNCC1	-5	-4	-4	-1	-2	i	1	-3	i
O=C(CCOc1ccccc1F)N1CCN(c2ccccc2O)CC1	4	0	-6	-1	0	i	1	-2	i
O=c1c2ccccc2nc(N2CCN(c3ccccc3)CC2)n1Cc1ccccc1	-10	30	2	2	-17	i	-10	2	i
CC(C)c1ccc(NC2CCCN(C(=O)c3ccnn3C)C2)cc1 (stereo not given)	-1	-1	5	4	4	i	3	1	i
O=C1C2C3C=CC(C3)C2C(=O)N1Nc1ccccc1 (stereo not given)	0	-2	-4	3	4	i	-4	-3	i
Cc1ccc(S(=O)(=O)NC(=O)C2(C)CCN2C(=O)Cc2ccc(C(C)(C)C)cc2)cc1 (stereo not given)	13	-4	-6	-2	10	i	0	3	i
COCC(C)n1c(COc2ccccc2F)nnc1SCc1c(C)noc1C (stereo not given)	-18	-5	9	-2	-1	i	7	5	i
CC(=O)Nc1nc(C)c(S(N)(=O)=O)s1	2	-4	0	-4	-11	i	3	1	i
NC(=O)COC(=O)c1cccc(NS(=O)(=O)/C=C/c2ccccc2)c1	-6	-11	0	0	8	i	-2	3	i
Nc1nnc(SCc2nc3scc(-c4ccccc4)c3c(=O)[nH]2)s1	-84	-19	-1	-4	3	i	-35	13	+
CC(C)(C)c1ccc(CNC(=O)c2ccc3c(c2)NC(=O)CO3)cc1	10	45	-5	2	-9	i	4	9	i
Cc1sc(NC(=O)C2C3CCC(O3)C2C(=O)O)nc1-c1ccc(CC(C)C)cc1 (stereo not given)	-1	-7	2	-4	11	i	-1	-13	i
O=C(Nc1nnc(SCC(=O)N2CCCC2)s1)C1CC(=O)N(c2ccc(F)cc2)C1 (stereo not given)	-42	-1	5	6	-1	i	1	-1	i
CCOC(=O)CC1(C)Oc2cc(Cl)ccc2N1S(=O)(=O)c1ccc(C)cc1 (stereo not given)	x	x	x	x	19	i	0	0	x
COc1cccc(/C(O)=C2/C(=O)C(=O)N(Cc3ccco3)C2c2ccncc2)c1 (stereo not given)	23	-5	-2	1	21	i	-9	4	i
CCOC(=O)COc1c(Br)cc(/C=C2\SC(=O)N(CC(=O)N3CCCC3)C2=O)cc1OC	5	12	7	-1	13	i	2	-3	i
NC(=O)c1ccc[n+](CC(=O)c2ccccc2)c1	-11	-4	3	1	17	i	0	-4	i
C[C@H](NS(=O)(=O)c1ccccc1)C(=O)N1CCN(C(c2ccccc2)c2ccccc2)CC1	24	8	8	3	11	i	-4	6	i
COc1ccc(C(C)NC(=O)CC23CC4CC(CC(C4)C2)C3)cc1 (stereo not given)	-1	32	-8	0	-6	i	-1	3	i
CCN(CC)CCNC(=O)c1cc2c(=O)n(C)c3ccccc3c2s1	-15	-2	-5	-3	16	x	4	-3	i
COc1cccc(C(=O)N2CCN(Cc3ccccn3)CC2)c1OC	-9	-12	-1	1	4	i	-7	-9	i
COc1ccc(Cl)cc1S(=O)(=O)N(C)CC(=O)NCCCn1ccnc1	-6	-2	-7	1	2	i	1	5	i

For convenience, some entries already given:
SMILES	PABP1 MLLE inh	FAS TE block	NadD inh	Rin1-Abl PPI inh	SKN-1 block	Neddylation inh	MT1-MMP act inh	CSN inh	Rpn11 block
Cc1cc(C)c(NC(=O)Cn2nnc(C(=O)NCc3ccco3)c2N)c(C)c1	-3	-12	-2	3	-14	i	9	7	i
O=C(N[C@@H](Cc1ccccc1)C(=O)NCc1ccc(F)cc1)C1CCNCC1	-5	-4	-4	-1	-2	i	1	-3	i

The list goes on:
SMILES	PABP1 MLLE inh	FAS TE block	NadD inh	Rin1-Abl PPI inh	SKN-1 block	Neddylation inh	MT1-MMP act inh	CSN inh	Rpn11 block
Cc1ccn2c(NC(C)(C)C)c(-c3cccs3)nc2c1	-1	8	-1	-3	12	x	3	-5	i
Cc1cccc(C(=O)NCC(=O)Nc2ccc(S(=O)(=O)Nc3nc(C)cc(C)n3)cc2)c1	2	-6	-3	0	-5	i	2	4	i
CC12CCC(=O)N1C(C(=O)N1CCN(S(=O)(=O)c3cccc(Cl)c3)CC1)CS2 (stereo not given)	10	-4	-3	3	-13	i	1	-2	i
Cc1nn(CC(=O)NCCN2CCOCC2)c(C)c1[N+](=O)[O-]	-10	-7	4	-2	2	i	3	-1	i
CNC(=O)c1cc2cc(OC)ccc2oc1=N	-31	0	2	-4	-17	x	8	-2	i
Cc1ccc(NC(=O)CSc2nc3cc(C(=O)NCC4CCCO4)ccc3c(=O)n2CC2CCCO2)cc1 (stereo not given)	-3	3	7	2	4	i	-1	0	i
Cc1csc(SCC(=O)NCc2ccccc2)n1	-5	-5	10	-3	-7	i	-3	0	i
Cc1sc2nc(SC3CCOC3=O)n(Cc3ccccc3)c(=O)c2c1C (stereo not given)	8	32	0	-2	12	i	-2	5	i
Cc1nnc(NNS(=O)(=O)c2ccc(Cl)cc2)[nH]c1=O	13	-9	-1	-3	-10	i	-4	-2	i
N#CCCN(C(=O)COC(=O)/C=C/c1cccs1)c1ccccc1	3	-8	-4	-2	-7	i	-3	0	i
CC(=O)Oc1ccc(N2C(=O)C3C(C2=O)C(C(=O)c2ccc(Cl)cc2)N2CCCC32)cc1 (stereo not given)	7	4	22	-2	-1	i	-18	3	i
O=C(c1ccc(-c2ccccc2)cc1)c1ccccc1C(=O)N1CCOCC1	-9	2	0	-2	21	i	2	0	i
CCCCOc1cccc(C2C(C(=O)c3cccs3)=C(O)C(=O)N2Cc2cccnc2)c1 (stereo not given)	9	-10	21	-3	15	i	-4	1	i
O=C(C[n+]1ccc(C(=O)NCc2ccccc2)cc1)c1ccc(Cl)cc1	16	-7	-7	4	-11	i	3	5	i
O=C(Nc1ccc2c(c1)OCO2)C1CCN(C(=O)c2cccs2)CC1	4	-4	1	0	10	i	2	-2	i
Cc1cc2c(=O)n(Cc3ccco3)c(SCC(=O)NCc3ccco3)nc2s1	27	-16	6	-3	5	i	-6	3	i
Cc1nn(C)c(Cl)c1/C=N/OC(=O)c1ccc(F)cc1	3	1	-6	1	2	i	1	-3	i
CCCNc1sc(S(=O)(=O)CCC)nc1S(=O)(=O)c1ccc(C)cc1	14	11	-1	-1	-11	i	0	5	i
CC1CCN(C(=O)c2ccc([N+](=O)[O-])o2)CC1	-9	-3	-7	0	-15	i	-1	3	i
CC(C)CNC(=S)N1CCC(C(=O)c2ccc3c(c2)OCCO3)CC1	-128	-32	-2	0	0	i	5	-1	i
COc1ccc(NC2CCCN(C(=O)COc3ccc(Cl)cc3C)C2)cc1OC (stereo not given)	0	2	5	4	7	i	-2	-1	i
CCOC(=O)c1ccccc1N/C=C1\CCCC1=O	-57	-1	5	-4	-11	i	-3	-2	i
COc1ccccc1NS(=O)(=O)c1cccc(NC(=O)NCCCl)c1	-24	-5	-3	0	-11	i	4	2	i
O=c1oc(C2(O)CCCCC2)cc2ccc(/C=C/c3ccc(F)cc3)cc12	-11	11	1	3	31	i	-1	2	i
CNC(=O)c1ccc(CN(C)C(=O)/C=C/c2ccc(S(=O)(=O)N3CCCCCC3)cc2)cc1	-5	-7	-3	0	21	i	-2	3	i

Reprinted at random: three compounds from above, in no set order.
SMILES	PABP1 MLLE inh	FAS TE block	NadD inh	Rin1-Abl PPI inh	SKN-1 block	Neddylation inh	MT1-MMP act inh	CSN inh	Rpn11 block
N#CCCN(C(=O)COC(=O)/C=C/c1cccs1)c1ccccc1	3	-8	-4	-2	-7	i	-3	0	i
Cc1csc(SCC(=O)NCc2ccccc2)n1	-5	-5	10	-3	-7	i	-3	0	i
O=C(C[n+]1ccc(C(=O)NCc2ccccc2)cc1)c1ccc(Cl)cc1	16	-7	-7	4	-11	i	3	5	i

The listing continues:
SMILES	PABP1 MLLE inh	FAS TE block	NadD inh	Rin1-Abl PPI inh	SKN-1 block	Neddylation inh	MT1-MMP act inh	CSN inh	Rpn11 block
CC(=O)N1N=C(c2cccc(Cl)c2)OC1c1ccc(C(C)C)cc1 (stereo not given)	14	-2	6	-2	-3	i	2	2	i
O=C(/C=C/c1ccccc1Cl)Nc1ccc(-c2nnc3n2CCCCC3)cc1	10	-9	-2	-1	-1	i	0	2	i
Cc1c(NC(=O)COC(=O)C2=COCCO2)cccc1[N+](=O)[O-]	6	-5	-4	2	17	i	1	1	i
Cc1ccc(NC(=S)NNC(=S)Nc2cccc(C(F)(F)F)c2)cc1	25	40	23	3	15	i	5	5	i
CC(C)c1cccc(-c2csc(C(O)c3ccc(F)c(F)c3)n2)c1 (stereo not given)	6	27	-6	-6	22	i	-2	1	i
NC(=O)C1(N2CCCCC2)CCN(C(=S)Nc2cccc(Cl)c2)CC1	-108	-10	-7	0	6	i	2	1	i
COc1ccc(/C=C/C(=O)Nc2cc(S(=O)(=O)N3CCOCC3)ccc2OC)cc1	-19	13	1	4	-8	i	2	-3	i
Cc1ccc(S(=O)(=O)Oc2ccccc2N2C(=O)C3CC=CCC3C2=O)cc1 (stereo not given)	14	2	-5	-3	-16	i	4	8	i
CSc1nnc2ccc(-c3cccs3)nn12	0	-3	-7	-3	-9	i	-1	4	i
O=C(Nc1nccs1)c1ccccc1Br	-15	-6	-1	1	4	i	-5	3	i
CC(C)(C)c1ccc(OCCC(=O)OCC(=O)NC2CCS(=O)(=O)C2)cc1 (stereo not given)	5	22	-1	-2	10	i	3	-2	i
COc1ccc(CCNc2c(N)n(Cc3ccccc3)c(=O)[nH]c2=O)cc1OC	8	-12	5	-2	18	i	-10	-4	i
O=C1OC(Nc2ccc3c(c2)OCO3)c2ccccc21 (stereo not given)	14	-11	2	1	-8	i	-13	12	i
COc1ccccc1N1CCN(C(=O)c2cccc(S(=O)(=O)Nc3ccccc3F)c2)CC1	-1	-5	6	1	-8	i	-1	2	i
CC(C)(C)CC(=O)NCCc1csc(-c2ccccc2)n1	-7	-2	-5	0	-6	i	0	2	i
C[C@@H]1CN([C@H](C)CO)C(=O)c2cc(C#C[C@@H](C)O)cnc2O[C@H]1CN(C)C(=O)c1ccc(F)cc1	1	-9	2	-3	1	i	5	4	i
O=[N+]([O-])c1ccc(C=Nc2ccccc2)cc1	9	4	1	1	7	i	5	-6	i
CCSc1nc(N)c2c3c(sc2n1)CCC3	19	-2	-6	-8	16	i	-2	3	i
COc1ccc(Nc2nccc(-c3ccc([N+](=O)[O-])cc3)n2)cc1	-10	28	3	6	-16	i	5	-2	i
C[C@H](CO)N1C[C@H](C)[C@@H](CN(C)C(=O)Nc2ccc(N3CCN(C)CC3)cc2)OCc2cnnn2CCCC1=O	8	-9	7	-2	6	i	3	4	i
CCOc1ccc(C(=O)CCC(=O)N2CCN(S(=O)(=O)c3cccc(F)c3)CC2)cc1	8	10	1	0	-9	i	-4	-6	i
CC(C)(C)NC(=O)COC(=O)c1ccc(S(=O)(=O)N2CCCC2)cc1	2	1	-3	3	-2	i	-4	-9	i
COc1ccc(CNC(=O)c2noc(C)c2[N+](=O)[O-])cc1	22	-3	4	1	13	i	5	1	i
O=C(NCc1ccccc1Cl)[C@H]1CCCN1C(=O)[C@H]1CCCN1C(=O)c1cccs1	x	-7	-2	x	-11	i	1	-4	x
